Compound activity as filed in PubChem BioAssay.
NCI-60 one-dose screen, 48 h, at 10 µM unless noted. Numbers give growth in % (100 = growth as untreated, 0 = no growth, -100 = all killed).
U251: U251 CNS tumor cells | 80,000 tested, 5.4% active | AID 1794753
TK-10: TK-10 renal cancer cells; 81,000 tested, 3.9% active; AID 1794769
SN12C: SN12C renal cancer cells; 81,000 tested, 3.8% active; AID 1794767
RXF 393: RXF 393 renal cancer cells | 77,000 tested, 6.9% active
CAKI-1: CAKI-1 renal cancer. 75,000 tested, 4.7% active
UO-31: UO-31 renal cancer; 81,000 tested, 5.2% active
786-0: 786-0 renal cancer cells | 81,000 tested, 5.1% active | AID 1794775
A498: A498 renal cancer cells | 76,000 tested, 5.4% active | AID 1794774
ACHN: ACHN renal cancer; 81,000 tested, 4.9% active
Numbers without * were called inactive; / = not tested or not shown. The calls were made as follows: active = growth percent below 10; inactive = the rest. This is a random part of the collection; overall some 12% were active at least once.

SMILES | U251 | TK-10 | SN12C | RXF 393 | CAKI-1 | UO-31 | 786-0 | A498 | ACHN
CCOC(=O)c1ccc(NC(=S)NC(=O)c2ccc(Cl)c(Cl)c2)cc1 | 89 | 106 | 100 | 95 | 82 | 78 | 97 | 107 | 106
CCC(C)[C@H](N)C(=O)Nc1cccc(-c2cc(=O)c3c(OC)c(OC)c(OC)cc3o2)c1 (stereo partly drawn) | 94 | 97 | 102 | 84 | 92 | 74 | 88 | 94 | 92
NC(N)=Nc1ccc(Oc2cccc(Nc3ccc(Cl)c(C(F)(F)F)c3)c2)cn1 | -82* | 23 | -84* | -3.9* | -6.8* | 43 | -46* | -7.2* | 3.2*
CCCCC1COc2cccc3c2N1C=C/C3=C\C(=O)n1ccc2ccccc21 (stereo not drawn) | 77 | 118 | 95 | 87 | 41 | 58 | 90 | 70 | 89
O=C(CN1N=C(c2ccccc2)CCC1=O)Nc1nccs1 | 95 | 105 | 99 | 117 | / | 88 | 97 | 93 | 101
COc1ccc(-c2nc(SC)nc(N3CCOCC3)c2C#N)cc1 | 91 | 97 | 97 | / | 81 | 67 | 77 | 63 | 94
CC(C)(C)CC(C)(C)Cc1ccc(OCCOCC[N+](C)(C)Cc2ccccc2)cc1 | 2.9* | 49 | 8.8* | 16 | / | 97 | 44 | 64 | 97
CCN(c1ccccc1)S(=O)(=O)c1cc(NC(=O)CCC(=O)O)ccc1N | 95 | 101 | 92 | 93 | 90 | 65 | 101 | 86 | 96
O=C(O)c1ccccc1-c1c2ccc(=O)c(I)c-2oc2c(I)c(O)ccc12 | 97 | 105 | 97 | 102 | 100 | 89 | 101 | 98 | 106
O=C1CCC2(CCCC2)c2ccccc21 | 107 | 109 | 104 | 113 | 93 | 113 | 100 | 93 | 107
O=c1[nH]c(N2CCOCC2)nc2sc3c(c12)CCCC3 | 96 | 105 | 98 | 101 | / | 98 | 100 | 99 | 108
O=C(N1c2ccc(F)cc2[C@H]2C=CC[C@H]2[C@H]1C[P+](c1ccccc1)(c1ccccc1)c1ccccc1)C(F)(F)F | 88 | 107 | 93 | 103 | / | 78 | 101 | 97 | 104
CC(=O)Nc1cccc(-c2[nH]c3ccccc3c2C=C(C#N)C#N)c1 | 89 | 122 | 90 | 87 | / | 63 | 97 | 93 | 92
Cc1ccc(C(=O)O)c(N)c1C | 100 | 122 | 106 | 111 | 93 | 58 | 103 | 108 | 103
O=[N+]([O-])c1cccc(CO)c1 | 111 | 139 | 103 | 115 | 103 | 84 | 108 | 108 | 103
COc1cc(-c2nn(-c3cccc(NC(=O)CCN4CCN(c5ccccc5)CC4)c3)cc2-c2ccncc2)ccc1Cl | 17 | 24 | 32 | -0.3* | / | 38 | 2.4* | 5.9* | 18
C[C@@H]1C=C2C(=O)O[C@@H]3CC[C@H](C1)[C@]23O | 88 | 76 | 81 | 9.8* | 51 | 63 | 103 | 129 | 72
O=C1N/C(=N\c2nccs2)S/C1=C\c1cccs1 | 30 | 55 | 46 | / | 20 | 21 | 43 | 73 | 17
CCN(CC)CCN=Cc1ccccc1OC | / | 113 | 106 | 108 | 95 | 89 | 104 | 89 | 99
Cc1nn(-c2ccccc2)c(Cl)c1-c1cc(-c2ccc(Cl)cc2)nc(-c2ccc(Cl)cc2)c1 | 105 | 114 | 103 | 117 | 98 | 84 | 91 | 114 | 104
COc1cc(NC(=O)Cn2c3c(sc2=O)[C@H]2[C@@H](O)[C@@H](O)[C@H](O)[C@@H]2CS3)cc(OC)c1OC | 100 | 112 | 105 | 111 | 97 | 86 | 103 | 106 | 109
COc1ccc(C2=Nn3c(NN)nnc3SC2)cc1 | 100 | 97 | 101 | 96 | 90 | 84 | 104 | 85 | 103
CCOC(=O)C(=O)Cc1cnc2ccccc2n1 | 104 | 107 | 96 | 108 | / | 82 | 103 | 87 | 105
Cc1ccc(-c2nn3c(nc2=O)-c2ccccc2N2C(=O)CCCC23C)cc1 (stereo not drawn) | 105 | 138 | 98 | 84 | 74 | 57 | 105 | 99 | 87
COc1ccc(/C=C2\Cc3cc(F)ccc3C2=O)cc1OC | 94 | / | 104 | 114 | 99 | 85 | 81 | 126 | 103

In the list so far, these have fluorine:
SMILES | U251 | TK-10 | SN12C | RXF 393 | CAKI-1 | UO-31 | 786-0 | A498 | ACHN
NC(N)=Nc1ccc(Oc2cccc(Nc3ccc(Cl)c(C(F)(F)F)c3)c2)cn1 | -82* | 23 | -84* | -3.9* | -6.8* | 43 | -46* | -7.2* | 3.2*
O=C(N1c2ccc(F)cc2[C@H]2C=CC[C@H]2[C@H]1C[P+](c1ccccc1)(c1ccccc1)c1ccccc1)C(F)(F)F | 88 | 107 | 93 | 103 | / | 78 | 101 | 97 | 104
COc1ccc(/C=C2\Cc3cc(F)ccc3C2=O)cc1OC | 94 | / | 104 | 114 | 99 | 85 | 81 | 126 | 103

Following part
SMILES | U251 | TK-10 | SN12C | RXF 393 | CAKI-1 | UO-31 | 786-0 | A498 | ACHN
Cc1ccc(S(=O)(=O)Nc2c(Br)cc(Br)cc2C(N)=O)cc1 | 106 | 161 | 101 | 93 | 103 | 92 | 101 | 107 | 101
CCc1c(Cl)nc(N)nc1Cl | 105 | 85 | 106 | 106 | 91 | 93 | 98 | 106 | 101
Cc1ccc2oc(=O)cc(CSc3nnnn3-c3ccccc3)c2c1 | 99 | 115 | 102 | 102 | 90 | 82 | / | 89 | 102
Cc1ccc(C2Oc3ccccc3C3CC(c4cccs4)=NN32)cc1 (stereo not drawn) | 93 | 108 | 93 | 101 | 82 | 65 | 100 | 107 | 99
O=C(NO)c1ccc(CNC(=O)[C@H]2Cc3c([nH]c4ccccc34)[C@H](c3ccccc3)N2)cc1 | 13 | 31 | 47 | / | 78 | 46 | 54 | 23 | 71
COc1ccccc1S(=O)(=O)Nc1ccc(-c2nnc3n2CCCCC3)cc1 | 102 | 104 | 106 | / | 84 | 100 | 98 | 98 | 108
O=C(Nc1ccc(F)cc1)N1CCOCC1 | 108 | 98 | 102 | 133 | 100 | 88 | 104 | 110 | 100
CC(=O)O.CC(=O)O.O.[Fe] | 107 | 105 | 95 | 110 | 130 | 89 | 112 | 90 | 107
CCOC(=O)c1ccc2c(c1)nc(NC(=O)c1ccc(Cl)cc1)n2CCCOC(C)C | 64 | 91 | 78 | 84 | 86 | 75 | 91 | 101 | 80
Nc1ccccc1NC(=O)c1ccc(CSc2nc(N3CCOCC3)c3cccn3n2)cc1 | 2.1* | -11* | 17 | -6.5* | / | -25* | 17 | -12* | 16
Cc1ccc(N(Cc2ccc(Cl)cc2)C2OC(=O)c3ccccc32)cc1 (stereo not drawn) | 97 | / | 95 | 109 | 100 | 98 | 95 | 91 | 103
COc1cc2ncnc(Nc3ccc(O)cc3)c2cc1OC | 84 | 2.2* | 62 | 82 | 43 | 37 | 83 | 81 | 31
N#Cc1c(-c2ccc(Br)cc2)nc(SCC(=O)c2ccc(Cl)cc2)[nH]c1=O | 105 | 111 | 88 | 101 | 83 | 75 | 98 | 65 | 105
CCOC(=O)c1c(NCC(=O)Nc2ccc(Cl)cc2)sc2c1CCCC2 | 95 | 119 | 92 | 107 | 98 | 95 | 103 | / | 102
CCc1cc(=O)n2c(-c3ccc(F)cc3)cnc2[nH]1 | 95 | 97 | 99 | 109 | 90 | 78 | 94 | 94 | 104
CN(C)c1ccc(O)cc1 | 98 | 111 | 96 | 111 | / | 89 | 110 | 108 | 98
CC[C@H](Nc1nc(N)nc(C)c1C(N)=O)c1nc2cccc(NCc3ccc(C(=O)NO)cc3)c2c(=O)n1-c1ccccc1 | 92 | 80 | 98 | 65 | 89 | 82 | 85 | 60 | 91
CC(C)C/C(=C\C(=O)O)C(=O)O | 97 | 91 | 108 | 115 | 88 | 90 | 97 | 65 | 109
CCN1CCC2(CC1)Nc1cc(Cl)ccc1-c1ccnn12 | / | 94 | 96 | 91 | 88 | 49 | 89 | 67 | 84
O=c1c2c3c(sc2n2c(-c4cc(-c5ccccc5)nn4-c4ccccc4)nnc2n1Cc1ccccc1)CCCC3 | 70 | 126 | 98 | 90 | 21 | 37 | 96 | 141 | 106
Cc1ccc(S(=O)(=O)Nc2ccc(-c3cc(-c4cccc(F)c4)c(C#N)c(N)n3)cc2)cc1 | 23 | -71* | 11 | -18* | 11 | -88* | 13 | 68 | -72*
CC(=O)Oc1c(Cl)cccc1-c1ccccc1 | 90 | 107 | 97 | 110 | 98 | 85 | 104 | 97 | 108
Cn1cc(/C=C\C(=O)O)c2nccnc21 | 95 | 108 | 106 | 94 | 97 | 85 | 105 | / | 117
COC(=O)c1ccc2c(c1)C(=O)N(Cc1ccccc1)C2=O | 94 | 101 | 101 | 104 | 92 | 90 | 105 | 95 | 100
CCCCCc1cc[n+](/C=C/c2ccccc2)cc1 | 82 | 98 | 87 | 105 | / | 90 | 92 | 79 | 105

A run of entries from further up, as a working copy:
SMILES | U251 | TK-10 | SN12C | RXF 393 | CAKI-1 | UO-31 | 786-0 | A498 | ACHN
O=c1c2c3c(sc2n2c(-c4cc(-c5ccccc5)nn4-c4ccccc4)nnc2n1Cc1ccccc1)CCCC3 | 70 | 126 | 98 | 90 | 21 | 37 | 96 | 141 | 106
Cc1ccc(S(=O)(=O)Nc2ccc(-c3cc(-c4cccc(F)c4)c(C#N)c(N)n3)cc2)cc1 | 23 | -71* | 11 | -18* | 11 | -88* | 13 | 68 | -72*
CC(=O)Oc1c(Cl)cccc1-c1ccccc1 | 90 | 107 | 97 | 110 | 98 | 85 | 104 | 97 | 108
Cn1cc(/C=C\C(=O)O)c2nccnc21 | 95 | 108 | 106 | 94 | 97 | 85 | 105 | / | 117
COC(=O)c1ccc2c(c1)C(=O)N(Cc1ccccc1)C2=O | 94 | 101 | 101 | 104 | 92 | 90 | 105 | 95 | 100
CCCCCc1cc[n+](/C=C/c2ccccc2)cc1 | 82 | 98 | 87 | 105 | / | 90 | 92 | 79 | 105

Continuation.
SMILES | U251 | TK-10 | SN12C | RXF 393 | CAKI-1 | UO-31 | 786-0 | A498 | ACHN
COC(=O)C(Cl)(Cl)N=Nc1c(Cl)cc(Cl)c(C)c1Cl | 88 | 100 | 103 | 105 | 77 | 77 | 102 | 123 | 97
COc1ccc(-c2nc3ccc(-c4nnc(SCC(=O)Nc5ccc(/C(C)=N\O)cc5)o4)cc3[nH]2)cc1OC | 110 | 103 | 102 | 100 | 98 | 88 | 108 | 132 | 95
Cn1cnc2c(ncn2C2CC(O)C(CO)O2)c1=N (stereo not drawn) | 126 | 126 | 91 | 105 | 102 | 75 | 99 | 112 | 135
CC(C)C(=O)/C=C/c1ccccc1 | 77 | 95 | 103 | 110 | 100 | 82 | 106 | 91 | 101
NC1(N)C=CC2=C(C=C1)C1(N)C3=C(C=CC(N)(N)C=C3)N2C2(N)C3=C(C=CC(N)(N)C=C3)N1C1=C2C=CC(N)(N)C=C1 | 83 | 119 | 82 | 104 | 71 | 60 | 84 | 88 | 84
O=C(O)c1cc2ccccc2o1 | 115 | 92 | 97 | 109 | 105 | 86 | 103 | 112 | 109
CC(=O)O[C@@H]1C[C@H](C)CC[C@H]1C(C)C | 103 | 98 | 93 | 105 | 108 | 93 | 108 | 110 | 101
CN(C)c1ccc(/C=N\NC(=O)CN2CCN(c3cc4c(cc3F)c(=O)c(C(=O)N/N=C/c3ccc(N(C)C)cc3)cn4C3CC3)CC2)cc1 | 97 | 115 | 78 | 106 | 103 | 62 | 93 | 94 | 99
COc1ccc(-c2nc3ccccn3c2/C=C2/C(=O)Nc3ccc(F)cc32)cc1 | 97 | 115 | 86 | 79 | 96 | 70 | 87 | 69 | 90
O=C(N/N=C/c1ccccc1Cl)C(=O)Nc1cccc(C(F)(F)F)c1 | 97 | 84 | 93 | 98 | 98 | 91 | 103 | 89 | 76
CC1(C)CC[C@]2(C(=O)O)CC[C@]3(C)C(=CCC4[C@@]5(C)C[C@@H](O)[C@@H]6OC(c7ccc([N+](=O)[O-])cc7)OC[C@@]6(C)C5CC[C@]43C)C2C1 (stereo partly drawn) | 86 | 93 | 98 | 101 | 91 | 85 | 100 | / | 90
Cc1nc2cc(Nc3nc(Nc4ccc(F)cc4)nc(N4CCCC4)n3)ccc2n1Cc1ccccc1 | -71* | -56* | -63* | -84* | -14* | -69* | -22* | -19* | 11
FC(F)(Cl)C(F)(F)Cl | 104 | 111 | 103 | 106 | 102 | 98 | 107 | 109 | 108
O=c1[nH]c(=O)n(C2OC(CO)C(O)C2O)cc1N1CCOCC1 (stereo not drawn) | 105 | 109 | 96 | 115 | 90 | 79 | 98 | 104 | 111
Cc1nnc(NS(=O)(=O)c2ccc(N=Nc3cc(N=Nc4ccccc4)c(N)nc3N)cc2)s1 | 83 | 75 | 88 | 99 | 96 | 62 | 78 | 67 | 97
Cc1[nH]c(-c2nc3ccccc3[nH]2)c(C)c1C(=O)n1ccnc1 | 105 | 119 | 90 | 106 | 91 | 92 | 106 | / | 89
CCCCN(CCCC)CCCNc1c2c(nc3ccccc13)CCCC2 | 87 | / | 99 | / | 89 | 68 | 92 | 90 | 94
Cc1ccc(N=C2CSc3nnc(-c4csc5c4CCCC5)n3N2)cc1 | 23 | 79 | 49 | / | / | 58 | 32 | 12 | 52
CN(C)CCNC(=O)c1cccn2c(=O)c3cc4ccccc4cc3nc12 | -11* | -29* | 7.9* | -90* | -2.4* | 18 | -31* | -57* | 15
CCCCc1ccccc1C(=O)CCN1CC2CCC(CC2)C1 | 105 | 113 | 115 | 102 | 110 | 86 | 100 | 87 | 108
S=c1sc(-c2ccccc2)nn1-c1ccccc1 | 103 | 136 | 98 | 114 | 91 | 88 | 102 | 87 | 100
CCC(/C=N/Nc1ccc([N+](=O)[O-])cn1)CC | 98 | 98 | 108 | 118 | / | 75 | 93 | 102 | /
CN(C)/C=C1\CC2C(=O)N(Cc3ccccc3Cl)C(N(C)C)N2C1=O (stereo not drawn) | 104 | 95 | 105 | 112 | / | 91 | 103 | 108 | 101
